Source: PubChem
15-hLO inh: 15-hLO (ALOX15) enzyme inhibition | Potency, µM (series often up to 57.1 µM), without a hit: at the highest dose activity change, negative = inhibition, most hits filed as inhibitors | 74,000 tested, 1.4% active | AID 887 | purified 15hLO-1, xylenol orange hydroperoxide absorbance; note: potency is the fitted concentration of half-maximal effect; % is set by controls: 0 for no effect and ±100 for the full control effect; nearly all actives have a fitted effect of over 55% in size
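Compounds were preincubated 15 min at room temperature with 40 nM purified human enzyme (25 mM Hepes pH 7.5, 0.01% Triton X-100); 50 uM arachidonic acid reacted 6 min. Fe-xylenol orange detection, 30 min, absorbance ratio 573/405 nm.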
Hsp90 Hop PPI: changes Hsp90-Hop TPR2A binding signal, up or down; 71,000 tested, 0.44% active; Potency, µM (top dose mostly 57 µM), inactives show at the highest dose activity change, negative = inhibition; AlphaScreen TPR2A-His6 binding biotin-Hsp90 C-terminal peptide; AID 595; active = well fitted curve in either direction with a large enough effect; inconclusive = small, poorly fitted or top-dose-only effect, or another doubt; note: potency is the fitted concentration of half-maximal effect; % is set by controls: 0 for no effect and ±100 for the full control effect; many of its hits are not listed in these tables
A350 fluor: A350 region autofluorescence; Compound autofluorescence, 340/450 nm, Alexa 350 dye-equivalents; stronger effect = higher value; 59,000 tested, 11% active; AID 590; max dye-equivalent concentration, M; in the data active = max dye-equivalent concentration above about 10 nM; inconclusive = mostly about 1.1 nM to 9.6 nM
Ub-GFP proteasome: proteasome inhibitors stabilizing ubiquitin-GFP reporter; Ubiquitin-GFP reporter cells, proteasome inhibition, GFP fluorescence; response scale: untreated = 0%, 10 µM MG-132 = 100%; Potency, µM (titrated, usually from 45.9 µM), without a hit: top-dose activation (GFP accumulation), hits mostly activators; 67,000 tested, under 10 active; active = well fitted activation curve with a large enough effect, not every such curve was filed as active; inconclusive = small, poorly fitted or top-dose-only effect, or another doubt; inactive = no such curve, though single readings can be large or run the other way; note: potency is the fitted concentration of half-maximal effect
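GFP accumulation read-out: laser plate cytometry counting ubiquitin(G76V)-GFP-expressing U2OS cells after 4 hr compound exposure at 37 °C. Titrations spanned 46 uM to 2.9 nM; 0% = basal, 100% = 10 uM MG-132; concentration-response curves fitted.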
GFP derepression: derepresses silenced GFP locus in mouse C127i cells | mouse C127i GFP locus derepression, cytometry, 30 h | Potency, µM (doses to about 46.1 µM), inactives show top-dose GFP derepression (activation) | 68,000 tested, 0.09% active | AID 597; note: % of control where 0% means no effect
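Derepression screen: silenced CMV-GFP reporter in murine C127i cells, 30 h compound incubation at 37 C, washed cells imaged by laser-scanning cytometer to enumerate GFP-expressing objects of 20 to 120 um.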
HBB splicing: hemoglobin beta splicing modulation; HBB splicing reporter cell assay, activation; EGFP reporter with mutant IVS2-654 intron; response scale: normalised to 500 nM splice-correcting PNA; Potency, µM (titrated, usually from 46.1 µM), for inactives: top-dose activation, usual class: activators; 65,000 tested, 0.06% active; note: potency is the fitted concentration of half-maximal effect; 0% is about no effect
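Compounds were applied for 2 days to HeLa EGFP-654 cells, 500/well in Optimem with 2% FCS. The reporter's EGFP is disrupted by mis-splicing of beta-globin intron IVS2-654. Readout: summed well GFP fluorescence from 488 nm laser scanning; reference was 500 nM antisense […] 654 PNA.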
BRCT PPI green: BRCA1 BRCT-phosphoprotein interaction inhibition. P38398. BRCA1 BRCT-phosphopeptide binding, green fluorescence polarization. Potency, µM (titrated, usually from 76.9 µM), for the others: at the highest dose activity change, negative = inhibition, actives largely listed as inhibitors. 75,000 tested, 0.05% active;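 note: potency is the fitted concentration of half-maximal effect; plate controls were peptide without protein for full effect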
Target sequence (P38398 whole entry, looked up): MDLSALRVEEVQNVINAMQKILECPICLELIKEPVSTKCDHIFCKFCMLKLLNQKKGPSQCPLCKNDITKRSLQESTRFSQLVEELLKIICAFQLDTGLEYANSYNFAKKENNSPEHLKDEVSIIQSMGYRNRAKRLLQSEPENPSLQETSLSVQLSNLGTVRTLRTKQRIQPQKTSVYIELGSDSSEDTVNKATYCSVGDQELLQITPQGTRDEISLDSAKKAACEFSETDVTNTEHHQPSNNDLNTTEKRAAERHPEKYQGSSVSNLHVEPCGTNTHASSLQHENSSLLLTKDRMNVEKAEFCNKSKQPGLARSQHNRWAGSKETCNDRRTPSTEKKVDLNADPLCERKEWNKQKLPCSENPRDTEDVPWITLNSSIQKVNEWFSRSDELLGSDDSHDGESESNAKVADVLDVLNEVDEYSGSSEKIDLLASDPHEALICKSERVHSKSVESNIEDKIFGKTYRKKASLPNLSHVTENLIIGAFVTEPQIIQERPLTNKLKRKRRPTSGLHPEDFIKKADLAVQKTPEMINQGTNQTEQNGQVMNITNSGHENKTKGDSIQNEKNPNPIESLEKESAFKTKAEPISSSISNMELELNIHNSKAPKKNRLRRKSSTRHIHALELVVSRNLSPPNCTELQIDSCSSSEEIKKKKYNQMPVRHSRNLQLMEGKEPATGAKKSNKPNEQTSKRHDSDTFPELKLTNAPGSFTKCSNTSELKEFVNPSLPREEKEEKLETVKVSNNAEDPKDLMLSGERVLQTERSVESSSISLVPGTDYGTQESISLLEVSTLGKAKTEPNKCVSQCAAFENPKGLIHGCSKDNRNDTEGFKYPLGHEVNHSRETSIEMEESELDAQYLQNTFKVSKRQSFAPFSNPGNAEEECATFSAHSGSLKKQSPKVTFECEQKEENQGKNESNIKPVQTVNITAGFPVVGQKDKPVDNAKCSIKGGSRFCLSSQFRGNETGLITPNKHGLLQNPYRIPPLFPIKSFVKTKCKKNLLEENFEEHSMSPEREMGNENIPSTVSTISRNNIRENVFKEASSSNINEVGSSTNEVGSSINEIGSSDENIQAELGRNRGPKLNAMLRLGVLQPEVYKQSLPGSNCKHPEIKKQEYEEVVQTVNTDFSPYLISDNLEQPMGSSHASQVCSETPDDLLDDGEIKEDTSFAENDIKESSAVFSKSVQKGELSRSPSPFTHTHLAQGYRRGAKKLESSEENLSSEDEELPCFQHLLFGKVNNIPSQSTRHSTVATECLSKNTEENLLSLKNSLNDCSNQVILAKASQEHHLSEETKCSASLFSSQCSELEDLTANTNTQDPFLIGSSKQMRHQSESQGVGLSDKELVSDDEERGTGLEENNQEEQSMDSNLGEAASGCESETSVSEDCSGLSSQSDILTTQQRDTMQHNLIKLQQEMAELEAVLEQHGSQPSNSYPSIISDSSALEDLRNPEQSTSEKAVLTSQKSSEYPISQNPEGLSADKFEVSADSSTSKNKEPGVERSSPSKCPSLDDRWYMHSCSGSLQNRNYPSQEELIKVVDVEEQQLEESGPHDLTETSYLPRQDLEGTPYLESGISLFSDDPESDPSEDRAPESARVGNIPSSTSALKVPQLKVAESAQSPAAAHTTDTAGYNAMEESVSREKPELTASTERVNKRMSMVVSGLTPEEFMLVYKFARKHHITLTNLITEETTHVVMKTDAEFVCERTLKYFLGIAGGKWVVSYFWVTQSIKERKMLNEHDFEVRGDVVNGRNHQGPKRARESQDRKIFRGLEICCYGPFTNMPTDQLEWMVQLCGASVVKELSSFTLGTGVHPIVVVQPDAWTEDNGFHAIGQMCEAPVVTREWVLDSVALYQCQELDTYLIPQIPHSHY
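Compounds were incubated for 12 min at room temperature with a complex of 100 nM fluorescein-tagged pBACH1 decapeptide and 250 nM His-tagged BRCT protein. Buffer was phosphate pH 7.3 with EDTA, DTT and Tween 20. Disruption of binding lowers the polarization signal.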
CRE-bla Fsk: alters forskolin-stimulated CRE reporter signaling in CHO cells | CHO CRE-bla reporter (cAMP response element driving beta-lactamase), forskolin EC10, beta-lactamase ratio | Potency, µM (series often up to 38.2 µM), without a hit: at the top dose activity change, negative = inhibition, hits mostly activators | 71,000 tested, 2.5% active | AID 662; active = well fitted activation curve with a large enough effect in the signal ratio, with a control signal flat, not every such curve was filed as active; inconclusive = small, poorly fitted or top-dose-only effect, or effect the other way, or a change in a side signal; the % refers to the signal ratio; note: potency is the fitted concentration of half-maximal effect; % of control where 0% means no effect
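The 460nm/530nm emission ratio after CCF4 loading defined %Activity, from which AC50 values were obtained. CRE-bla CHO cells received compound dilution series together with an EC10 level of NKH 477 for 3 hours at 37 degrees Celsius.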
DNA Pol III inh: inhibitors of bacterial DNA polymerase III holoenzyme; reconstituted DNA polymerase III holoenzyme replication, biochemical; Potency, µM (doses to about 57.1 µM), inactives show top-dose activity change, negative = inhibition; 71,000 tested, 0.25% active; AID 603; note: potency is the fitted concentration of half-maximal effect; % is set by controls: 0 for no effect and ±100 for the full control effect
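Reconstituted *E. coli* holoenzyme (0.35 nM Pol III, 1 nM beta, 154 nM SSB, 2 nM primase) was preincubated with compound for 15 min at RT. Synthesis on 1.4 nM ssM13Gori ran 35 min, then was stopped with PicoGreen/EDTA and read as dsDNA fluorescence.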
BRCT PPI red: inhibitors of human BRCA1 BRCT-phosphoprotein interaction (red fluorophore) | BRCT-phosphopeptide binding, red fluorescence polarization | Potency, µM (highest dose often 76.9 µM), for the others: at the top dose activity change, negative = inhibition, usual class: inhibitors | AID 892 | 75,000 tested, 0.03% active | P38398; note: % is set by controls: 0 for no effect and ±100 for the full control effect
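Fluorescence polarization: 100 nM His-tagged BRCA1 BRCT with 100 nM TAMRA-labelled phospho-BACH1 decapeptide, phosphate buffer pH 7.3 with 150 mM NaCl, DTT, 0.01% Tween 20; 12 min RT. Binding inhibition seen as FP decrease.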
4-MU autofl: compounds fluorescent in 4-MU spectral region. max dye-equivalent concentration, M. 59,000 tested, 11% active. compound autofluorescence, 340/450 nm, 4-MU equivalents; stronger effect = higher value; in the data active = max dye-equivalent concentration above about 10 nM; inconclusive = mostly about 1.1 nM to 9.6 nM
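Intrinsic fluorescence at 340/450 nm (ex/em) was read after 15 min at room temperature in pH 8.0, 100 mM Tris. Each compound concentration expressed as 4-MU-equivalent concentration from a six-point 4-MU standard series on each plate.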
Active calls of the source: *; i = inactive; ? = inconclusive; nt = no result given; [ ] = another dose, or the depositor's remark. Unless noted, calls come from the whole dose curve; as a rule, active = well fitted curve in the direction sought with a large enough effect; inconclusive = small, poorly fitted or top-dose-only effect, or another doubt; inactive = no such curve, though single readings can be large; an effect the other way counts as inactive or inconclusive. Rows are unselected. About 12% of those tested had a hit in this group.

SMILES	15-hLO inh	Hsp90 Hop PPI	A350 fluor	Ub-GFP proteasome	GFP derepression	HBB splicing	BRCT PPI green	CRE-bla Fsk	DNA Pol III inh	BRCT PPI red	4-MU autofl
O=CCCCC=O	-2%	-5%	nt	nt	nt	-0.7%	-2.0%	?	-10%	-0.1%	nt
CCOc1cccc(/C(O)=C2/C(=O)C(=O)N(CCN3CCOCC3)C2c2cccnc2)c1 (configuration not stated)	2%	-4%	i	4%	0%	nt	2.7%	-1%	1%	-1.5%	i
O=C(NCCCN1CCOCC1)c1cc2c(s1)CCCC2	6%	-3%	i	2%	-3%	0.4%	1.1%	-3%	-3%	0.5%	i
COc1ccc(N(C)C(=O)CCS(=O)(=O)c2cccc3nonc23)cc1	7%	-4%	i	8%	4%	-0.2%	1.0%	0%	4%	-0.5%	i
COc1ccc(CCCc2nnc(SCC(=O)Nc3cc(C)c(C)cc3Br)o2)cc1	-20%	8%	i	-3%	-3%	0.2%	0.4%	?	3%	-0.3%	i
Cc1cc(C)c2c(=O)n(CC(=O)N3CCC(N4CCCCC4)CC3)sc2n1	6%	-6%	nt	-1%	-2%	0.4%	0.1%	3%	-4%	1.0%	nt
Cc1ccc(NC(=O)CC2SC3=NCCN3C2=O)cc1 (configuration not stated)	-10%	-5%	i	2%	-1%	-0.8%	0.5%	-15%	-5%	0.4%	i
CCCn1c(N)c(C(=O)COC(=O)c2c(C)noc2C)c(=O)n(C)c1=O	5%	-5%	i	-2%	2%	-0.8%	-1.7%	?	-5%	0.9%	i
CN(C)C(=O)c1ccc(-c2cncnc2N2CCNCC2)cc1	-6%	-2%	i	2%	4%[9.22 µM]	0.7%	-1.4%	-6%	-3%	0.4%	i
COCc1cc(C)nc2sc(C(=O)N3CCCC3)c(N)c12	0%	-3%	i	-1%	3%	-1.6%	0.3%	-3%	-3%	-0.3%	i
COc1ccc(NC(=O)Cn2nnc(C(=O)NCc3ccccc3OC)c2N)cc1Cl	-3%	0%	i	3%	-2%	0.0%	-1.8%	?	-4%	0.3%	i
CCOC(=O)C1CCCN(C(=O)N2CCOCC2)C1 (configuration not stated)	-1%[11.4 µM]	-6%[11 µM]	nt	9%[9.17 µM]	-2%	-1.5%[0.0738 µM]	-1.7%	3%[7.6 µM]	-7%[11.4 µM]	-1.7%	nt
CCn1nnnc1NCc1ccc(N2CCCC2)cc1	?	-10%	i	-3%	0%	-1.5%	-3.4%	2%	-7%	-3.7%	i
CC(C)Cn1c(Br)nc2c1c(=O)n(CCC#N)c(=O)n2C	11%	-1%	i	nt	0%	6.0%[0.369 µM]	1.2%	13%	-12%	-3.5%	i
CCOC(=O)N1CCN(C(=O)CSc2nc(-c3cccc(C)c3)ns2)CC1	-10%	-3%	i	-6%	3%	-1.1%	1.4%	13%	2%	-1.5%	i
CCOC(OCC)P(=O)(C(C)C)C(C)C	3%	-2%	nt	-6%	2%	-2.9%	0.1%	0%	-2%	-1.0%	nt
COC(=O)c1cccc(S(=O)(=O)N2CCN(c3nc4ccccc4s3)CC2)c1	4%	-3%	i	-4%	-1%	nt	-1.6%	4%	-2%	-0.1%	i
COc1ccc2cc(S(=O)(=O)N3CCCCC3)ccc2c1S(=O)(=O)N1CCCCC1	-2%	-2%	?	-2%	3%	7.2%	0.0%	-6%	-6%	0.1%	i
CCc1c(-c2ccccc2)nc2nc(C)c(C)nn12	-5%	11%	nt	-3%	-7%	0.0%	1.7%	?	-2%	1.3%	nt
Cc1oc(-c2cccs2)nc1CS(=O)CC(=O)NCCc1ccccc1 (configuration not stated)	-11%	-3%	nt	-9%	3%	0.2%	3.0%	?	-6%	-3.0%	nt
CCOC(=O)c1c(C)[nH]c(C(=O)Cn2c(=O)c3c(ncn3CC)n(Cc3ccccc3)c2=O)c1C	-4%	-10%	i	-4%	2%	-0.7%	6.8%	?	-11%	0.6%	i
COc1ccc(OC)c(NC(=O)c2ccc(S(=O)(=O)N3CCN(C)CC3)cc2)c1	-5%	-5%	i	2%	-1%	-0.2%	1.1%	?	-5%	-0.4%	i
CCOC(=O)/C=C1\Nc2ccccc2SC1=O	-6%	0%	4e-07M*	4%	-3%	-0.1%	-0.9%	10%	-2%	-2.7%	4.1e-07M*
O=C(Nc1ccccc1F)c1cc(S(=O)(=O)N2CCCCC2)cs1	3%	-1%	i	-2%	6%	4.1%	0.0%	-6%	-2%	-0.5%	i
CCC(=O)N1CCc2cc(S(=O)(=O)NCCC(=O)N3CCN(c4ccccn4)CC3)ccc21	4%	-5%	i	1%	-2%	11%[1.84 µM]	-0.8%	?	4%	-1.9%	i
CC(=O)SCCC(=O)N1C(C)CCCC1C(=O)O (configuration not stated)	2%	-2%	nt	-5%	0%	3.2%	-0.5%	0%	-2%	1.1%	nt
O=C1C(Cl)=C(N2CCCCC2)C(=O)N1c1ccccc1Cl	?	?	nt	0%	-3%	0.5%	-3.6%	0%	0%	-0.6%	nt
COCC(=O)N1CCC(n2nnc3cc(F)ccc32)CC1	7%	1%	i	-2%	0%	-0.4%[57.5 µM]	-1.0%	-2%	-4%	-0.9%	i
CC(=O)Oc1ccc(NC(=O)CSc2ccccc2)cc1	2%	1%	i	6%	0%	5.0%	0.0%	-6%	-4%	0.0%	i
COc1ccc(C)cc1S(=O)(=O)N1CCN(S(=O)(=O)c2cc(C)ccc2OC)CC1	7%	1%	nt	-4%	-2%	0.9%	-1.3%	1%	-4%	-1.1%	nt
Cc1nc2nc(C)c(CCC(=O)NCCCN3CCN(c4cccc(Cl)c4)CC3)c(C)n2n1	1%	-1%	?	-1%	3%	-2.0%	-0.4%	?	-4%	-0.3%	i
CN(C)C(=O)c1ccc(-c2nc(N(C)Cc3ccco3)c3ccccc3n2)cc1	-3%	-12%	i	0%	-3%[9.22 µM]	-0.3%	-1.8%	?	0%	-1.6%	i
COc1ccc(OC)c(S(=O)(=O)Nc2ccccc2SC)c1	3%	-2%	i	4%	-2%	2.2%	1.4%	-6%	-6%	1.1%	i
N=C(N)SCCCN	4%[11.4 µM]	-1%[11 µM]	i	0%[9.17 µM]	-3%[9.22 µM]	2.4%[9.22 µM]	0.1%[15.4 µM]	-7%[7.6 µM]	-14%[11.4 µM]	-4.7%[15.4 µM]	i
COc1ccc(NS(=O)(=O)c2ccc(NS(=O)(=O)c3ccc(C)cc3)cc2)nn1	0%[11.4 µM]	-3%[11 µM]	nt	-18%[9.17 µM]	-1%	-1.6%[0.0738 µM]	0.3%	?	0%[11.4 µM]	-0.7%	nt
COc1ccc(N2CCN(Cc3cc(=O)oc4cc(-c5ccccc5)c(O)cc34)CC2)cc1	17%	-6%	i	-6%	8%	-0.4%[57.5 µM]	-1.3%	-1%	-1%	0.9%	i
O=C(CCCSc1nc2ccccc2s1)NCc1ccco1	-14%	-2%	i	-14%	2%	-3.5%	-0.9%	-18%	-1%	-2.2%	i
Cc1cc2oc(=O)cc(CN3CCCCC3C)c2c(C)c1Cl (configuration not stated)	-11%	1%	i	5%	3%	-0.9%[57.5 µM]	-1.3%	0%	-5%	0.9%	i
Cc1cc(=O)oc(C)c1C(=O)NCc1c(F)cc(F)cc1F	-4%	-3%	?	3%	-3%	1.2%	-1.8%	-16%	-5%	-1.7%	?

3 of the entries above in order of the Hsp90 Hop PPI value, smallest number first.
compound | Hsp90 Hop PPI
COc1ccc(N2CCN(Cc3cc(=O)oc4cc(-c5ccccc5)c(O)cc34)CC2)cc1 | -6%
COc1ccc(OC)c(S(=O)(=O)Nc2ccccc2SC)c1 | -2%
Cc1nc2nc(C)c(CCC(=O)NCCCN3CCN(c4cccc(Cl)c4)CC3)c(C)n2n1 | -1%

3 consecutive records from above, for reference:
SMILES	15-hLO inh	Hsp90 Hop PPI	A350 fluor	Ub-GFP proteasome	GFP derepression	HBB splicing	BRCT PPI green	CRE-bla Fsk	DNA Pol III inh	BRCT PPI red	4-MU autofl
Cc1nc2nc(C)c(CCC(=O)NCCCN3CCN(c4cccc(Cl)c4)CC3)c(C)n2n1	1%	-1%	?	-1%	3%	-2.0%	-0.4%	?	-4%	-0.3%	i
CN(C)C(=O)c1ccc(-c2nc(N(C)Cc3ccco3)c3ccccc3n2)cc1	-3%	-12%	i	0%	-3%[9.22 µM]	-0.3%	-1.8%	?	0%	-1.6%	i
COc1ccc(OC)c(S(=O)(=O)Nc2ccccc2SC)c1	3%	-2%	i	4%	-2%	2.2%	1.4%	-6%	-6%	1.1%	i
